# Screening data as filed in PubChem.
# FXN GAA850 act: frataxin GAA850 promoter activation. activation, % at 6 µM. 360,000 tested, 0.56% active. HEK293 lucGAA850 FXN promoter luciferase reporter, 24 h; percent of 10 µM SAHA response. AID 540364;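 active = activation above the average of all compounds screened plus 3 SD, cutoff fixed separately per campaign, cut at about 7.5% in these data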;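 also: 0% = DMSO wells and 100% = 10 µM SAHA wells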
# proKLK7 act: activators of human kallikrein-7 zymogen; P49862; purified proKLK7, EDANS-DABCYL substrate fluorescence; 100% is mature enzyme control, 0% vehicle; activation, % at 7 µM; 370,000 tested, 0.9% active; AID 652039;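 active = activation above the mean of all tested compounds plus 3 SD, computed per campaign excluding outliers beyond control limits, cut at about 13% in these data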
# Target sequence (P49862 whole entry, looked up): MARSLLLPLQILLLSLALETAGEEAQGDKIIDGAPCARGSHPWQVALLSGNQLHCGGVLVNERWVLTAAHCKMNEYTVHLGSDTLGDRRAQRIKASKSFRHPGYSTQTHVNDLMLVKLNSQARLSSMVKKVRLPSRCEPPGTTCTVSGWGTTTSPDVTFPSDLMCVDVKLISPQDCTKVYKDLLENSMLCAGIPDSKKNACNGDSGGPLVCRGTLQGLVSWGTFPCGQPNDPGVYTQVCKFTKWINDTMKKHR
# ADAM10 inh: inhibits human ADAM10; O14672; recombinant ADAM10, EDANS/DABCYL FRET peptide cleavage, 3 h; inhibition, % at 7 µM; 370,000 tested, 0.62% active; AID 720582;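 active = inhibition above a per-campaign cutoff equal to the mean of compounds falling between control-based bounds plus 3 SD, cut at about 20% in these data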;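 also: 0% = DMSO wells while the 100% control is not disclosed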
# rCAG RNA binder: molecules binding r(CAG) RNA repeats. r(CAG) RNA repeat, TO-PRO-1 dye displacement fluorescence. inhibition, % at 3 µM. 370,000 tested, 1.3% active. AID 651821;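 active = inhibition above the plate cutoff, the mean of all test compounds on that plate plus 3 SD, cut at about 35% in these data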;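 also: 0% = DMSO alone and 100% = 100 µM mitoxantrone as full dye displacement; higher means more dye released from RNA so lower well fluorescence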
# DDE Tn6 FP inh: inhibitors of Tn6 peptide binding to human fibrin DD(E); Fibrin DD(E) TRITC-Tn6 fluorescence polarization displacement; P02675; inhibition, % at 8.3 µM; AID 720509; 370,000 tested, 0.21% active;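 active = inhibition above a per-campaign cutoff: mean of compounds within control limits plus 3 SD, cut at about 15% in these data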;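 also: 0% = median of all compound wells on the plate and 100% = blocking peptide control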
# GC-A act: GC-A (human) enzyme activation. P16066. HEK293 GC-A cells, cGMP TR-FRET, EC30 ANP; 0% at EC30 ANP, 100% saturating ANP. activation, % at 10 µM. 370,000 tested, 0.14% active; in the data active = activation above about 40%
# HGIII-sPLA2 inh: Blocks human group III sPLA2 activity; Q9NZ20; QFRET BODIPY PC-A2 liposome hydrolysis, fluorescence; inhibition, % at 12.2 µM; 370,000 tested, 0.56% active;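 active = inhibition above mean plus 3 SD of compounds lying within the high and low control bounds, cut at about 19% in these data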;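 also: 0% = median of test compound wells and 100% = no enzyme DMSO wells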
# ARFGAP1 inh: rat ARFGAP1 inhibition. Q62848. Arfgap1-stimulated ARF1 GTP hydrolysis, GDP FP detection. inhibition, % at 16.5 µM. 360,000 tested, 0.26% active;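 active = inhibition above a per-plate limit, mean inhibition of low control wells plus 3 SD, cut at about 25% in these data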;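 also: 0% = DMSO wells with enzyme and 100% = wells lacking Arfgap1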
# Target sequence (Q62848 1-136 limits assumed): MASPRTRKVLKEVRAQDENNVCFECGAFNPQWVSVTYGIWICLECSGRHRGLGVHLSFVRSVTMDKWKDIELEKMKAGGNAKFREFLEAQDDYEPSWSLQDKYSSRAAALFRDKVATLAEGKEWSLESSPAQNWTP
#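 System: truncated rat Arfgap1 GAP domain / Medium: HEPES-based buffer, pH 7.5 / Also added: N-terminally truncated human ARF1-GTP substrate / Incubation: enzyme reaction 120 min at 25 °C after 20 min preincubation / Measured by: FP of antibody-bound GDP Alexa 633 tracer, ex 620/em 688 nm / Replicates: singlicate, each compound tested once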
# GC-B act: GC-B (human) receptor activation. AID 1920062. P20594. activation, % at 10 µM. 370,000 tested, 0.11% active. HEK293-GC-B cells, CNP EC30, cGMP TR-FRET; 0% at EC30 CNP, 100% saturating CNP;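 active = activation at 10 µM reaching about 35% in either raw or pattern-adjusted values, limit read from the data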
# ASAP1 inh: blocks human ASAP1-stimulated Arf1 GTP hydrolysis | inhibition, % at 16.5 µM | Q9ULH1 | GDP FP detection | 360,000 tested, 0.19% active; in the data active = inhibition above about 25%;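 also: 0% = vehicle with enzyme and substrate and 100% = no enzyme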
# Target sequence (Q9ULH1 325-724 limits assumed): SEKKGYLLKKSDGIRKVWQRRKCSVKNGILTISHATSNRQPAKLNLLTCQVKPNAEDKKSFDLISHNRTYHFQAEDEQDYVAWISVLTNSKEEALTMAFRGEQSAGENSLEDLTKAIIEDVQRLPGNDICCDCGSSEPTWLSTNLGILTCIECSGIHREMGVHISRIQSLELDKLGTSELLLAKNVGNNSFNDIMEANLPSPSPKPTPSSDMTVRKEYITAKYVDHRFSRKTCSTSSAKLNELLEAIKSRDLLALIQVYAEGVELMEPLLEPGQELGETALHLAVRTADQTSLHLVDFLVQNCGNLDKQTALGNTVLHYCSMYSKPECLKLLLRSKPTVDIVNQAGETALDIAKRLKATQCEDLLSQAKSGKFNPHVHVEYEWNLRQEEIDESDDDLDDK
# Numbers without * were called inactive; · = not tested or not shown.
SMILES,FXN GAA850 act,proKLK7 act,ADAM10 inh,rCAG RNA binder,DDE Tn6 FP inh,GC-A act,HGIII-sPLA2 inh,ARFGAP1 inh,GC-B act,ASAP1 inh
CCOc1ccc(NC(=O)COC(=O)C2CCC(=O)N2)c([N+](=O)[O-])c1 (stereo not drawn),0.8,-0.1,-7,-3,7,2,8,-2,3,10
COc1ccc(-c2cc(C(=O)N(C)CC(=O)Nc3cccc(F)c3)c3ccccc3n2)cc1OC,-5.9,-3.0,-182,7,-4,2,-35,-2,0,0
COC1=C[C@H](C(=O)NCCOC(C)=O)[C@H](C)[C@@H](c2ccccc2)CC1=O,·,0.6,-4,8,3,4,3,·,6,·
COc1ccccc1NC(=O)C1CCN(S(=O)(=O)c2ccc3c(c2)NC(=O)CO3)CC1,-1.2,-0.3,8,1,4,-1,-4,5,1,1
c1ccc2c(-c3cncc4ccccc34)cncc2c1,0.1,0.9,-76,-1,2,-11,0,3,2,-2
COc1cc2c(cc1OC)CN(C(=O)C1(c3ccccc3)CC1)CC2,0.6,0.0,6,-3,-2,-9,0,4,-6,-18
COc1ccc(NC(=O)c2ccc([N+](=O)[O-])cc2[N+](=O)[O-])c(OC)c1,0.0,0.3,1,1,-4,3,6,-4,-2,5
O=S(=O)(NCCOc1cccc2cccnc12)c1ccc(F)cc1,1.9,-0.1,-8,-6,0,-1,5,-12,5,-1
Cc1nc([N+](=O)[O-])c(Br)n1CC(=O)c1ccc(Cl)cc1,-1.2,0.2,2,9,-4,1,-12,17,3,-4
CC(=O)Nc1ccc(S[C@@H](CCN2CC[C@H](O)CCC2=O)c2ccccc2)cc1,0.2,0.5,6,-4,5,1,0,4,-1,1
COc1ccc(Nc2ncc(C(=O)N3CCN(c4ccccc4OC)CC3)c3ccccc23)cc1,-5.4,1.4,-3,-4,6,0,-1,13,13,12
O=C(Oc1c(Br)cc(Br)c2cccnc12)N1CCCCC1,0.9,0.3,-3,-10,7,1,-7,-5,-4,6
O=C(CCN1C(=O)c2ccccc2C1=O)c1ccccc1,1.9,-0.5,-7,-1,2,1,9,-3,-2,9
CCN(CC)C(=O)Cn1cc(S(=O)(=O)CC(=O)Nc2ccccc2F)c2ccccc21,-1.0,0.0,-4,2,5,2,2,-7,-9,-10
Cc1ccc(S(=O)(=O)N2C(=O)CCC2C(N)=O)cc1 (stereo not drawn),1.4,-0.5,-5,-1,0,2,-1,2,9,0
Cc1ccc(S(=O)(=O)N(C)CC(=O)Nc2cccc(C)n2)cc1,0.1,-0.4,-1,-4,2,2,-3,-8,3,7
Fc1ccc(/C=N/NC(=S)Nc2cccnc2)cc1,-2.2,-0.1,-2,3,-7,-2,13,5,0,-5
Cc1ccccc1C(=O)NC1CCN(C(=O)NCc2ccccc2)CC1,1.3,0.1,7,-3,1,0,1,7,-4,-24
NS(=O)(=O)c1ccc(NC(=O)CSc2nnc(-c3ccc(O)cc3)o2)cc1,-0.5,0.1,-2,5,6,-5,-10,-9,1,4
Cc1ccc(S(=O)(=O)N2CCOCC2)cc1NC(=O)COc1ccc(C(=O)c2ccccc2)cc1,0.2,0.2,-1,9,-10,-6,-7,13,4,6
COc1cccc2cc(-c3nnc(SCC(=O)NCCc4ccccc4)n3C)oc12,1.6,-0.2,-4,0,5,-5,2,-10,2,3
Cc1ccc(C)c2c3c([nH]c12)-c1nonc1CC3,0.6,1.2,-31,2,2,38,-26,-3,27,-12
CCNc1nc(NCC)nc(N(C#N)C(C)C)n1,4.0,0.5,0,-4,0,1,-2,4,0,-14
CC1=C(CC[C@@H](C)CO)OC2CC3C4CCC5CC(O)CCC5(C)C4CC(=O)C3(C)C12 (stereo partly drawn),-3.2,-0.4,-5,-3,-4,2,7,-2,-1,0
CSc1ncccc1C(=O)OCC(=O)N(CC(C)C)C1CCS(=O)(=O)C1 (stereo not drawn),1.5,-0.5,0,-6,8,1,4,-5,2,15
C/C(CCc1ccc2c(c1)OCO2)=N\NC(=O)c1ccccc1,2.7,-1.0,-4,-2,-2,2,15,-6,-3,5
CC(NC(=O)c1cc2c(cc1Cl)N1CCCCCC1=NS2(=O)=O)c1ccc(S(N)(=O)=O)cc1 (stereo not drawn),2.0,0.3,-7,15,-2,-1,8,-1,2,8
O=C(NC1CCCC1)C1C(c2ccc(C(F)(F)F)cc2)=Nc2ccccc2N1C(=O)c1ccccc1 (stereo not drawn),·,-1.3,-7,1,7,-2,3,-12,-5,-10
O=C(Nc1cc(Cl)ccc1-n1cncn1)c1ccco1,1.8,-1.3,-12,-2,4,-1,4,14,1,-3
COc1cc(OC)cc(C(=O)NNC(=S)NC2CC2)c1,-0.4,-0.2,-1,2,-16,4,11,2,0,5
COc1cc(C(C)=O)ccc1OCCN1CCC(Cc2ccccc2)CC1,0.1,-0.2,-4,-11,2,-7,-8,0,-4,-9
CCN(CC(=O)Nc1c(F)cccc1F)C(=O)Cc1ccc(OC)c(S(=O)(=O)N2CCOCC2)c1,-1.7,-0.2,-1,1,-2,0,0,-18,4,-6
O=C1C2CCCCC2C(=O)N1c1cccc(OS(=O)(=O)c2ccccc2)c1 (stereo not drawn),-3.5,-0.1,-4,-6,5,0,1,3,0,-22
O=C(NCc1ccncc1)C(=O)NC1CC1,0.0,0.0,-12,0,0,-2,1,21,3,12
CCn1ccc(=N)cc1,1.0,0.3,5,-4,20*,3,8,-2,-6,-1
Cc1cccc(NC(=S)N/N=C2/CCCCc3ccccc32)c1,-0.6,0.1,-1,7,0,-3,16,2,0,14
CCCCN(CC)C(=O)C1CCC(CNS(=O)(=O)c2cccc3nsnc23)CC1 (stereo not drawn),0.5,-0.5,2,-6,-6,0,4,12,3,5
COc1cc(NC(=O)NCCN2CCN(c3ccccc3)CC2)cc(OC)c1OC,0.2,0.1,3,-5,2,-1,-4,10,-3,-2
Cc1cc(C(F)(F)F)c2c(N)c(C(=O)NC3CC3)sc2n1,-1.7,-0.3,-6,-3,-1,-1,9,4,-1,15
Cn1cnc2c(SCc3ccccc3)ncnc21,4.3,-0.3,-5,3,-6,5,-1,-3,-1,-6

# Records listed above shown as hits in DDE Tn6 FP inh.
Structure,proKLK7 act,ADAM10 inh,DDE Tn6 FP inh,GC-A act,HGIII-sPLA2 inh,ARFGAP1 inh,GC-B act,ASAP1 inh
CCn1ccc(=N)cc1,0.3,5,20*,3,8,-2,-6,-1

# Other records
SMILES,FXN GAA850 act,proKLK7 act,ADAM10 inh,rCAG RNA binder,DDE Tn6 FP inh,GC-A act,HGIII-sPLA2 inh,ARFGAP1 inh,GC-B act,ASAP1 inh
CSc1nnc2n(-c3ccc(C)cc3)c(=O)c3c4c(sc3n12)COC(C(C)C)C4 (stereo not drawn),0.1,-0.2,15,3,-1,4,2,-6,0,0
Cn1c(=O)oc2cc(S(=O)(=O)NCc3ccco3)ccc21,0.1,-0.5,-12,1,5,2,17,-2,0,-2
O=C1CCCN1CCCNCCCn1cnc2c(OCc3ccccc3)ncnc21,-0.1,-5.1,-15,-2,2,4,8,-10,0,4
CCOc1cc(/C=N\Nc2ncc(F)c(N3CCOCC3)n2)ccc1Oc1nc(Cl)ncc1F,-3.1,-2.0,-2,0,-4,4,-9,-2,-3,15
Cc1nc2ccccc2n1CC(O)Cn1c2ccccc2c2ccccc21 (stereo not drawn),-0.9,-1.0,5,3,5,-7,-4,20,-12,8
COC(=O)[C@@]1(Cc2ccc(F)cc2)[C@H]2c3cc(C(=O)N4CCCC4)n(Cc4cc(F)cc5c4OCOC5)c3C[C@H]2CN1C(=O)c1ccccc1,·,0.3,-3,13,-3,-7,-4,11,4,-4
CCOc1ccc2c(c1)c(C(C)=O)c(C)n2-c1ccccc1,4.3,0.5,8,1,-2,-7,10,-1,-10,16
CCC(C)(C)NC(=O)C(c1cccn1C)N(C(=O)Cn1nnc2ccccc21)c1ccc(OC)cc1OC (stereo not drawn),-7.7,0.0,3,-8,3,-14,-29,0,-12,-11
Cc1nn(Cc2ccccc2)c(C)c1NC(=O)CCCn1nc([N+](=O)[O-])c(Cl)c1C,0.5,0.1,3,-2,9,-1,-2,1,4,5
CCOC(=O)C(=O)N/N=C(/c1ccccc1)c1ccc(OC)cc1,0.4,0.0,-1,-5,-1,1,-2,-15,-1,-13
CC(NC(=O)COC(=O)CSCc1ccccc1)c1ccccc1 (stereo not drawn),1.0,0.1,-3,-4,6,3,-5,1,-5,-26
CCOc1ccccc1NC(=O)Nc1ccc(Br)cn1,0.4,0.1,-3,-2,-4,0,-5,-2,-2,6
COc1cc(/C=C2\COC/C(=C\c3ccc(O)c(OC)c3)C2=O)ccc1O,-9.0,0.8,10,11,-14,-1,-15,11,7,-9
CC(Nc1ccc(Cl)cc1)c1cc(Cl)ccc1O (stereo not drawn),-0.2,0.4,23*,1,-4,-23,2,5,-22,13
O=C1NCCCCC1NS(=O)(=O)c1ccc(Cl)cc1 (stereo not drawn),-1.6,0.0,-1,2,7,3,1,-2,-2,6

# Some of the entries so far, with tabs:
SMILES	FXN GAA850 act	proKLK7 act	ADAM10 inh	rCAG RNA binder	DDE Tn6 FP inh	GC-A act	HGIII-sPLA2 inh	ARFGAP1 inh	GC-B act	ASAP1 inh
Cc1nc2ccccc2n1CC(O)Cn1c2ccccc2c2ccccc21 (stereo not drawn)	-0.9	-1.0	5	3	5	-7	-4	20	-12	8
COC(=O)[C@@]1(Cc2ccc(F)cc2)[C@H]2c3cc(C(=O)N4CCCC4)n(Cc4cc(F)cc5c4OCOC5)c3C[C@H]2CN1C(=O)c1ccccc1	·	0.3	-3	13	-3	-7	-4	11	4	-4
CCOc1ccc2c(c1)c(C(C)=O)c(C)n2-c1ccccc1	4.3	0.5	8	1	-2	-7	10	-1	-10	16
CCC(C)(C)NC(=O)C(c1cccn1C)N(C(=O)Cn1nnc2ccccc21)c1ccc(OC)cc1OC (stereo not drawn)	-7.7	0.0	3	-8	3	-14	-29	0	-12	-11
Cc1nn(Cc2ccccc2)c(C)c1NC(=O)CCCn1nc([N+](=O)[O-])c(Cl)c1C	0.5	0.1	3	-2	9	-1	-2	1	4	5
CCOC(=O)C(=O)N/N=C(/c1ccccc1)c1ccc(OC)cc1	0.4	0.0	-1	-5	-1	1	-2	-15	-1	-13
CC(NC(=O)COC(=O)CSCc1ccccc1)c1ccccc1 (stereo not drawn)	1.0	0.1	-3	-4	6	3	-5	1	-5	-26
CCOc1ccccc1NC(=O)Nc1ccc(Br)cn1	0.4	0.1	-3	-2	-4	0	-5	-2	-2	6
COc1cc(/C=C2\COC/C(=C\c3ccc(O)c(OC)c3)C2=O)ccc1O	-9.0	0.8	10	11	-14	-1	-15	11	7	-9
CC(Nc1ccc(Cl)cc1)c1cc(Cl)ccc1O (stereo not drawn)	-0.2	0.4	23*	1	-4	-23	2	5	-22	13
O=C1NCCCCC1NS(=O)(=O)c1ccc(Cl)cc1 (stereo not drawn)	-1.6	0.0	-1	2	7	3	1	-2	-2	6
